Screens: PubChem, The Scripps Research Institute Molecular Screening Center
OXTR potentiator – potentiates the human oxytocin receptor response | CHO-OTR cells, Fluo-8 calcium fluorescence, potentiator mode; 0% = oxytocin EC15, 100% = EC100 | activation, % at 3 µM | actives 0.061% (n = 320,000) | AID 2445;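 active = activation above that plate's cutoff, the mean activation of tested compounds plus 3 SD, cut at about 6.6% in these data, passing the limit was not always enough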;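 note: 100% uses oxytocin at 75 nM as the full agonist control; some results filed as inactive read as strong as hits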
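Replication – single well per compound, singlicate · Assay system – CHO cell line stably expressing human OTR · Timing – 6 min pre-incubation, 100 s read · Measure – normalized max/min fluorescence ratio, % activation · Doses – 3.0 µM, one dose · Detection – Fluo-8 calcium dye fluorescence · Probe or stimulus – oxytocin near EC15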
CHO-K1 Ca ag – M1 agonist counterscreen hit in parental CHO-K1 cells; actives 0.48% (n = 360,000); activation, % at 3 µM; Fluo-8 calcium fluorescence; scaled to maximal ATP response, vehicle zero; in the data active = activation above about 15%;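 note: untransfected CHO-K1 host cells lacking M1 receptor as counterscreen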
CHO-K1 Ca PAM – nonselective activator or artifact in parental CHO-K1 calcium assay; activation, % at 3 µM; ATP EC20, Fluo-8 calcium fluorescence; 0% at ATP EC20, 100% at ATP max; actives 0.02% (n = 360,000);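 active = activation above the run cutoff, the mean activation of all test compounds plus 3 SD, cut at about 40% in these data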;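 note: peak over basal fluorescence ratio in a 140 s read after ATP addition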
TAAR1 agonist – human TAAR1 agonism. Q96RJ0. CHO RD-HGA16 TAAR1, Fluo-8 calcium fluorescence; vehicle wells 0%, saturating PEA agonist 100%. activation, % at 3 µM. actives 0.99% (n = 360,000);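 active = activation above the mean activation of all test compounds in the run plus 3 SD, cut at about 38% in these data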
Target sequence (Q96RJ0 whole entry, looked up): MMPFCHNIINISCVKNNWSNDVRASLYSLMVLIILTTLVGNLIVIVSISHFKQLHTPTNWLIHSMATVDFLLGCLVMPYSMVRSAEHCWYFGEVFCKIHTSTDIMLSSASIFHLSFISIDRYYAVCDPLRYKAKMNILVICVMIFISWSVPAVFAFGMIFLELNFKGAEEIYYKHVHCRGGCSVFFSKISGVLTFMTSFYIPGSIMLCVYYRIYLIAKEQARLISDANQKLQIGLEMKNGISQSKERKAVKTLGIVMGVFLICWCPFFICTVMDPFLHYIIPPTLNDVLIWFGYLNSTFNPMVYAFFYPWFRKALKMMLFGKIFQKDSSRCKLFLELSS
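Assay system – CHO-derived RD-HGA16 cells with stable Gα16 and human TAAR1 · Compound dosing – one-point dosing at 3 µM (nominal) · Incubation – 17-24 h seeding, 75 min 37 °C dye, 30 min RT · Measured by – kinetic Fluo-8 calcium fluorescence · Control set – DMSO vehicle as 0%, PEA at EC100 as 100% · Repeats – single well for each compound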
CHRM1 agonist – human M1 muscarinic receptor agonism; CHO-K1 hM1, Fluo-8 calcium fluorescence, agonist mode; 0% DMSO, 100% acetylcholine EC100; activation, % at 3 µM; actives 0.33% (n = 360,000); AID 588814;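 active = activation above the run's mean compound activation plus 3 SD, cut at about 16% in these data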;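 note: peak over basal fluorescence ratio within a 140 s kinetic read after compound addition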
Target sequence (P11229 whole entry, looked up): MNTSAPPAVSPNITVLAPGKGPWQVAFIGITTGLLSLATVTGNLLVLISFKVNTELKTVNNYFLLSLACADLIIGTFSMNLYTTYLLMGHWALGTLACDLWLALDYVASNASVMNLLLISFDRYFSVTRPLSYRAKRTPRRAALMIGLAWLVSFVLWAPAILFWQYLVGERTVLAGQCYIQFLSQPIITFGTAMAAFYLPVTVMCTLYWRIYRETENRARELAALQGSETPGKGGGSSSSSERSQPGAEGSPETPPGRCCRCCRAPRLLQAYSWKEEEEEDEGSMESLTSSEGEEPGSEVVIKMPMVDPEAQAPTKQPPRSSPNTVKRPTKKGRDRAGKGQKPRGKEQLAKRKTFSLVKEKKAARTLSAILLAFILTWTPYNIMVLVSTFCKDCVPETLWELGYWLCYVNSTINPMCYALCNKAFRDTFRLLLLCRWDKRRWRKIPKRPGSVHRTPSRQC
CHO parental Ca – signal in parental CHO cells, OX1R antagonist counter-screen | actives 0.63% (n = 330,000) | inhibition, % at 5.6 µM | AID 463079 | parental CHO-K1, ATP-induced calcium, Fluo-8 fluorescence;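 active = inhibition above that plate's mean sample inhibition plus 3 SD, cut at about 26% in these data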;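 note: 0% = ATP-challenged DMSO wells and 100% = DMSO wells without ATP; some compounds past the cut are filed as inactive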
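test system = CHO parental line | reagent = ATP stimulus | measured by = intracellular calcium via Fluo-8 no-wash fluorescent dye | control set = ATP and no-ATP DMSO wells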
TAAR1 antagonist – antagonists of human TAAR1; Q96RJ0; CHO RD-HGA16 TAAR1, Fluo-8 calcium fluorescence, antagonist; inhibition, % at 3 µM; actives 1.5% (n = 360,000);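 active = inhibition above a per-plate cutoff, the mean inhibition of test compounds on that plate plus 3 SD, cut at about 49% in these data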;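 note: 0% = DMSO plus EC80 beta-PEA response and 100% = DMSO alone without agonist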
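System: CHO RD-HGA16 cells bearing hTAAR1. Reagent: EC80 β-phenethylamine stimulus. Schedule: seeding 17-24 h prior, 75-min 37 °C, 30-min RT dye loading. Signal: Fluo-8 intracellular calcium dye fluorescence, real-time kinetic reads. Read-out: % inhibition from peak post-agonist over basal fluorescence ratio. Benchmarks: vehicle wells and EC80 agonist wells. Replicates: n of 1.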
M1 antag – human CHRM1 antagonism; actives 1.3% (n = 360,000); AID 588852; inhibition, % at 3 µM; CHO-K1 hM1, Fluo-8 calcium fluorescence, ACh EC80 antagonist;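 active = percent inhibition above its own plate's cutoff, namely the mean of that plate's compound wells plus 3 SD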;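 note: peak over basal fluorescence ratio during 140 s after agonist addition; 0% = ACh EC80 plus DMSO and 100% = DMSO alone without agonist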
CHO-K1 Ca antag – nonselective inhibitor or artifact in parental CHO-K1 cells; actives 0.6% (n = 360,000); AID 602250; ATP-induced calcium, Fluo-8 fluorescence; inhibition, % at 3 µM;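 active = inhibition above a per-plate cutoff, the plate's mean sample inhibition plus 3 SD, cut at about 24% in these data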;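 note: 0% = DMSO plus EC80 ATP and 100% = DMSO alone without ATP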
Numbers without * were called inactive; x = no result given. No enrichment for hits; 4.2% or so of the library scored in one or more.

Order of results: OXTR potentiator	CHO-K1 Ca ag	CHO-K1 Ca PAM	TAAR1 agonist	CHRM1 agonist	CHO parental Ca	TAAR1 antagonist	M1 antag	CHO-K1 Ca antag
O=S(=O)(Nc1ccc2nc(-c3ccco3)[nH]c2c1)c1ccccc1
  -7	1.2	12	6	-4	-14	13	-10	-1
COc1ccccc1OCCn1c(C(C)O)nc2ccccc21 (stereo not given)
  -5	0.8	16	5	-2	-11	-3	-1	-7
C[C@H]1CN([C@@H](C)CO)C(=O)c2cccc(NC(=O)Nc3ccc(C(F)(F)F)cc3)c2O[C@@H]1CN(C)C(=O)Nc1ccc(F)cc1
  -8	1.8	-5	23	1	-5	56*	-4	-11
O=C(COC(=O)c1ccccc1OC(F)F)Nc1ccc(N2CCCCC2)cc1
  -8	0.8	9	5	-5	-18	2	-10	-12
O=C(Cn1cc([N+](=O)[O-])ccc1=O)NCc1ccc(Cl)cc1Cl
  -4	0.6	1	6	1	-6	6	-2	8
COc1ccc(NC(=O)COC(=O)c2cccn2C)cc1S(=O)(=O)N1CCCCC1
  -2	1.6	-2	4	3	-14	6	-5	-10
COC(=O)[C@@H](NC(=O)NCc1ccccc1Cl)C(C)C
  4	-0.3	24	9	-4	-9	5	-14	-7
CN[C@@H](CO)C(=O)NC[C@H]1O[C@@H](n2cnc3c(N)ncnc32)[C@H](O)[C@@H]1O
  x	0.1	1	5	-1	x	-10	-38	-24
O=S(=O)(Nc1nc(SCc2ccc(Cl)cc2)n[nH]1)c1ccccc1
  -16	0.8	-2	11	2	-26	-10	9	-6
CCOC(=O)N1CCN(C(=O)C2CCN(C(=O)c3ccc(C(C)(C)C)cc3)CC2)CC1
  0	1.4	1	3	-4	-7	-15	-6	-10
O=C(CC1SC(N2CCOCC2)=NC1=O)Nc1ccc(Cl)cc1 (stereo not given)
  x	0.9	-5	1	-2	x	17	-12	-1
Cc1nn(CC(=O)N2CCN(C)CC2)c(=O)c2ccccc12
  -7	0.5	8	7	-6	-6	-47	-9	-11
Cc1occc(=O)c1O
  0	0.3	4	1	-2	1	-9	3	3
Cn1c(=O)[nH]c(=O)c2c1nc1n2CC(O)CN1c1ccccc1 (stereo not given)
  -23	-0.5	0	-1	-2	3	0	1	-5
O=C(Nc1cccc(Cl)c1)c1cc(S(=O)(=O)N2CCCCC2)c[nH]1
  -3	1.0	0	1	2	23	-13	2	-8
c1ccc(C(c2c[nH]c3ccccc23)c2c[nH]c3ccccc23)nc1
  -11	5.4	20	13	1	-15	19	14	5
Cc1cccc(-n2c(-c3csc(C)c3C)n[nH]c2=S)c1
  -3	0.2	12	5	-14	-15	5	6	-5
O=C(CCNC(=O)c1ccc(Br)cc1)Nc1ccccc1N1CCOCC1
  -1	0.7	7	1	-2	-13	-7	-13	-9
COc1ccccc1C(=O)NC(CCSC)C(=O)N1CCN(C(C)=O)CC1 (stereo not given)
  -1	-0.4	15	-3	-5	-13	-5	-18	-16
O=C(NCc1csc(-c2cccs2)n1)Nc1cccc(Cl)c1
  -5	4.3	6	9	-3	-12	1	-3	4
Cc1cccc(C(=O)NCCc2csc(C)n2)c1
  2	0.2	12	0	-4	0	-15	2	-2
COc1ccc2nc3n(c(=O)c2c1)-c1cc2ccccc2cc1C(=O)NC3Cc1ccc(O)cc1 (stereo not given)
  x	4.3	15	4	-1	x	35	15	2
COc1cccc(-c2nn(-c3ccccc3)cc2CN(C)C(C)c2ccon2)c1 (stereo not given)
  12	1.6	9	-1	-5	-24	37	8	-11
Cc1cc(N/N=C/c2ccccc2Cl)nc(NCc2ccccc2)n1
  -10	0.7	23	-1	-7	-15	5	-9	-25
COc1ccc(NC(=O)CSc2nccn2-c2cccc(OC)c2)cc1
  -12	0.6	7	0	-4	-13	7	-9	-5
Cc1c(C(=O)NCc2ccc(S(N)(=O)=O)cc2)oc2ccc(Cl)cc12
  -8	0.2	-11	2	-7	-11	2	3	3
C/C(=N/NC(=O)c1cccs1)c1ccc(N2CCOCC2)cc1
  -5	0.0	-6	-2	-2	2	10	21	25*
CC(NS(=O)(=O)c1ccccc1)C1COc2ccccc2O1 (stereo not given)
  -15	0.0	13	2	-5	-7	-1	-9	-11
CCCCOC(=O)n1c(SCC(=O)N(C)C)nc2ccccc21
  -3	1.0	21	6	-7	-24	10	-9	-11
O=C(Nc1nnc(-c2ccccc2)o1)C1CCCCC1
  -4	0.4	17	-1	-3	-11	-10	-13	-7
CC(O)CSc1nc2c(c(=O)[nH]c(=O)n2C)n1CC(O)COc1ccccc1 (stereo not given)
  -17	1.0	11	6	-3	-3	-1	-2	-15
C=CCOc1ccc(C(=O)CC)cc1OC
  2	-0.3	3	-3	-5	-8	15	-6	-4
COCCN(Cc1cn(C)nc1-c1ccccc1F)C(C)C
  0	0.0	-3	7	-16	-8	-1	0	6
CC(C)n1cc(/C=C2\NC(=O)N(c3cccc(Cl)c3)C2=O)c2ccccc21
  -18	0.2	15	12	-2	-8	1	-2	2
Cc1ccccc1CSc1nnc(-c2ccccn2)n1N
  0	0.2	8	12	0	-12	0	-10	-5
O=[N+]([O-])c1cn(Cc2ccc(Cl)cc2)cn1
  -12	0.4	-7	1	-2	-11	2	3	17
Cc1ccsc1C(=O)N1CCCC(C)(C(=O)O)C1 (stereo not given)
  x	0.4	19	1	-2	x	-6	-7	-14
COc1cc(SC)ccc1C(=O)N(C)Cc1ccccc1
  -9	0.2	-5	11	-5	4	-12	-2	0
COc1cc(/C=C2/CC/C(=C/c3ccc(O)c(OC)c3)C2=O)ccc1O
  -26	8.3	-17	40*	10	17	67*	-8	14
Cc1ccc(NC(=S)NC(=O)C2CCCCC2)c(Br)c1
  -5	0.2	13	1	-8	-16	11	6	-22
CCOc1cc(/C=C/C(=O)N(CC)CC(=O)NCc2cccs2)cc(Cl)c1OC
  -10	0.3	-5	1	-4	-21	5	-4	-5
COC(=O)C(NS(=O)(=O)c1ccccc1Cl)c1ccccc1 (stereo not given)
  -3	-0.2	16	-2	-9	-5	1	-6	-3
Cc1c(C(=O)O)nnn1-c1ccccc1
  -7	0.2	16	0	0	-8	9	-35	-5
CSCCC1NC(=O)N(CC(=O)Nc2ccc(Cl)c(S(=O)(=O)N3CCOCC3)c2)C1=O (stereo not given)
  -1	0.7	-15	5	0	1	-7	-5	1
Cc1ccccc1-c1nc2c3ccccc3nc(=S)n2[nH]1
  -9	0.4	-4	0	-2	-6	11	-6	-12
CSc1ccccc1N=Cc1nc(-c2ccccc2)oc1O
  -26	-0.1	-1	9	-2	-37	38	13	23
Cc1cccc(NC(=O)CN2CCOCC2)c1C
  -5	0.7	13	4	1	-7	-8	-9	-10
COCCNC(=O)C1CCCN(C(=O)c2cccnc2Oc2ccccc2)CC1 (stereo not given)
  x	-0.3	-7	0	-2	x	2	-6	1
CC(=O)N(Nc1ccccc1)c1ccccc1
  3	4.2	15	-2	-5	-3	-3	5	4
Nc1nc(COc2ccc(F)cc2Cl)nc(N2CCCCC2)n1
  -16	3.5	13	0	-5	4	-38	1	-16
O=C1C(=Cc2ccc(Cl)cc2)CCc2ccccc21
  x	0.3	8	4	-4	x	-3	8	-3
CCN(CC)C(=O)C1c2ccccc2Oc2ccccc21
  -8	27*	6	6	18*	13	-10	5	2
CCN(CC)C(=O)Cn1c(=O)n(C)c2ccccc21
  -8	0.1	-3	2	-1	-1	9	-6	4
Cc1ccc(NC(=O)c2ccc(-n3cccn3)c([N+](=O)[O-])c2)cc1
  -7	4.9	15	12	1	4	21	12	-3
Cc1ccc(C(O)P(=O)(OCCC(C)C)c2ccc(N(C)C)cc2)cc1 (stereo not given)
  -20	0.1	-6	-3	-4	-12	-2	-7	-9
CCCCN1C(=S)NC[C@@H]1Cc1ccccc1
  -15	1.0	4	6	-9	-9	-7	-4	-13
COc1ccc(/C=C/C(=O)OCC(=O)Nc2ccc3c(c2)OCO3)cc1
  -2	0.0	8	16	-4	2	5	1	-1
Nn1cc(-c2ccccc2)nc1SCC(=O)NCCN1C(=O)CSC1=O
  -5	0.7	6	2	1	-29	-9	-10	8
CSc1sc(-c2nnc(SCC(=O)Nc3ccc(Cl)cc3)n2C)c2c1C=CCC2
  2	-0.4	7	0	-5	-22	-32	-1	-9
CCOC(=O)c1ccc(NC(=O)CCOc2ccc(C)cc2)cc1
  -1	0.8	17	2	1	-11	-8	-7	-12
